Epigenetic reg – regulators of epigenetic silencing causing reporter derepression in mouse cells | murine LDR cells, GFP reporter derepression, 30 h | Potency, µM (titrated, usually from 53.9 µM), for the others: at the highest dose GFP activation, most hits filed as activators | 280,000 tested, 0.2% active; note: potency is the fitted concentration of half-maximal effect; % of control where 0% means no effect; nearly all actives have a fitted effect of over 60% in size
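Readout is the number of GFP-expressing murine LDR cells, counted by cytometry following washing. Cells were treated with compound for 30 h at 37 C; the stably integrated CMV-GFP locus is normally silent.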
CBFb RUNX1 block – inhibitors of human CBF-beta and RUNX1 interaction; Q01196+Q13951; AlphaScreen CBFb-His/RUNX1-biotin binding, biochemical; Potency, µM (top dose mostly 59.8 µM), for the others: at the top dose activity, negative = inhibition, hits mostly inhibitors; 230,000 tested, under 10 active; note: % of control where 0% means no effect
Target sequence (Q01196 whole entry, looked up): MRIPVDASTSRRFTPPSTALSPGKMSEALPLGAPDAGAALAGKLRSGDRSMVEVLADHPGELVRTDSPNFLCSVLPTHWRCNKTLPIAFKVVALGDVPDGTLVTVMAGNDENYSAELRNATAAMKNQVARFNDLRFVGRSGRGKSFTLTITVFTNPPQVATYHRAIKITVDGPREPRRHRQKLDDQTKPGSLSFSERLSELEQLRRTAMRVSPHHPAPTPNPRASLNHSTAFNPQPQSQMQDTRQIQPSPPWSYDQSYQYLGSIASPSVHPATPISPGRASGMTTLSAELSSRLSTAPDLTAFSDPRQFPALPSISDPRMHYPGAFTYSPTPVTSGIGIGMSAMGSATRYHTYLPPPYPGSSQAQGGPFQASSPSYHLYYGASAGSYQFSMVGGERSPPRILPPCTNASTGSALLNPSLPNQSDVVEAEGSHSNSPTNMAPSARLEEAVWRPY
Target sequence (Q13951 whole entry, looked up): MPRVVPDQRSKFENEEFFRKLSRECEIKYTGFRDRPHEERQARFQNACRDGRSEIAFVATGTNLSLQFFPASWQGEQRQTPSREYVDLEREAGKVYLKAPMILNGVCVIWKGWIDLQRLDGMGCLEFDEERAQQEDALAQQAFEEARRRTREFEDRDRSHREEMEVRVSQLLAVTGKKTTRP
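AlphaScreen binding: CBFb-His and RUNX1-biotin (30 nM each) preincubated 20 min, compound added for 15 min, then nickel and streptavidin beads for 90 min, all at room temperature. Disruption of the interaction by any mechanism counts as activity.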
Tau fibril FP – tau fibrillization inhibition (FP); P10636; K18 P301L tau heparin fibrillization, Alexa594 FP, 6 h; Potency, µM (doses to about 57.7 µM), inactives show at the highest dose activity, negative = inhibition, actives largely listed as inhibitors; 280,000 tested, 0.39% active; note: potency is the fitted concentration of half-maximal effect; % is set by controls: 0 for no effect and ±100 for the full control effect; nearly all actives have a fitted effect of over 55% in size
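K18 P301L tau (15 uM unlabeled/0.24 uM Alexa 594-labeled, final) + compound + heparin 20 uM final; 100 mM NaOAc pH 7; 6 hr 37 C; ThT 30 uM final added, 1 hr RT; FP ex 555/em 632 nm.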
GLA spleen mod – alpha-galactosidase A (human) modulation; P06280; human spleen homogenate, 4MU-alpha-Gal fluorescence, 40 min; 240,000 tested, 0.008% active; Potency, µM (titrated, usually from 80 µM), inactives show at the highest dose activity change, negative = inhibition, hits mostly inhibitors;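 note: potency is the fitted concentration of half-maximal effect; 0% = enzyme with vehicle and -100% = no enzyme basal signal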
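Inhibition or activation of alpha-galactosidase in human spleen homogenate is scored by 4-MU fluorescence after 40 min at 37C, pH 5.0, with 1 mM substrate. AC50s come from concentration-response fitted to the Hill equation.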
TRb SRC2 PPI – TRbeta-SRC2 interaction inhibition. P10828. TRbeta-SRC2 peptide binding, fluorescence polarization; receptor liganded with 1 µM T3. Potency, µM (titrated, usually from 106 µM), without a hit: at the top dose activity change, negative = inhibition, usual class: inhibitors. 280,000 tested, 0.065% active. AID 1469;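 note: potency is the fitted concentration of half-maximal effect; plate controls were bound peptide for no effect and peptide without receptor for full effect; nearly all actives have a fitted effect of over 50% in size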
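Decrease in fluorescence polarization of 20 nM Texas Red SRC2 coactivator peptide flagged inhibition of its binding to 0.6 uM TRb LBD; 1 uM T3 included, incubation 5 hr, ex 555/em 632 nm.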
Tau fluor cs – counter-screen for tau fibril formation inhibitors; tau K18 P301L (four-repeat tau fragment) Alexa594 fluorescence, heparin fibrillization; Potency, µM (doses to about 57.7 µM), for the others: at the top dose activity change, negative = decrease; 280,000 tested, 0.93% active; note: potency is the fitted concentration of half-maximal effect; % is set by controls: 0 for no effect and ±100 for the full control effect; nearly all actives have a fitted effect of over 55% in size
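Human K18 P301L tau (15 uM unlabeled plus 0.24 uM Alexa 594-labeled, final) in 100 mM sodium acetate pH 7 was mixed with compound and 20 uM heparin and incubated 6 hr at 37 C.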
NPSR antagonist – blocks cAMP signaling of the human neuropeptide S receptor. Q6W5P4. CHO-NPSR cells, cAMP TR-FRET, antagonist mode. Potency, µM (doses to about 38.3 µM), for the others: at the highest dose activity change, negative = inhibition, most hits filed as inhibitors. 220,000 tested, 1% active. AID 1461; note: potency is the fitted concentration of half-maximal effect; % is set by controls: 0 for no effect and ±100 for the full control effect; nearly all actives have a fitted effect of over 50% in size; many of its hits are not listed in these tables
Target sequence (Q6W5P4 whole entry, looked up): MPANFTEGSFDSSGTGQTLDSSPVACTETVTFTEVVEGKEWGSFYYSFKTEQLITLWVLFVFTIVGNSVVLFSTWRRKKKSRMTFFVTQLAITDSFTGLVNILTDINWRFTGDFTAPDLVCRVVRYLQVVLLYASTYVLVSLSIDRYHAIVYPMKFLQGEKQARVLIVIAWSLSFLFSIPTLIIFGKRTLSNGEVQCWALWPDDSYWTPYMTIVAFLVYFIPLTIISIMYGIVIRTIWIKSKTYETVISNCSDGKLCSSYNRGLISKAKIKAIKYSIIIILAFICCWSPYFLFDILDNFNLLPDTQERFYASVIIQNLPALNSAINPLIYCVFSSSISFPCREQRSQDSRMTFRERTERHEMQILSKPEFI
TR SRC2 fluor cs – counter-screen for TRb-SRC2 inhibitors: fluorescence interference; TRb/SRC2 Texas Red total fluorescence interference; 280,000 tested, 0.29% active; Potency, µM (highest dose often 106 µM), for the others: top-dose fluorescence change, negative = quenching; active = well fitted curve in either direction with a large enough effect; inconclusive = small, poorly fitted or top-dose-only effect; note: potency is the fitted concentration of half-maximal effect; % is set by controls: 0 for no effect and ±100 for the full control effect
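Flags fluorescent or light-absorbing compounds by total fluorescence, S + 2P, at 555 nm excitation and 632 nm emission. Mixture: 20 nM Texas Red SRC2 peptide, 0.6 uM human TRb LBD, 1 uM T3, 5% DMSO; compound exposure 5 h at ambient temperature.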
An asterisk follows results filed as active; ? = inconclusive; / = not tested or not shown; [ ] = dose if it differs, or a comment. Unless noted, calls come from the whole dose curve; as a rule, active = well fitted curve in the direction sought with a large enough effect; inconclusive = small, poorly fitted or top-dose-only effect, or another doubt; inactive = no such curve, though single readings can be large; an effect the other way counts as inactive or inconclusive. An excerpt; count on the stated rates, not on these rows.

SMILES	Epigenetic reg	CBFb RUNX1 block	Tau fibril FP	GLA spleen mod	TRb SRC2 PPI	Tau fluor cs	NPSR antagonist	TR SRC2 fluor cs
O=C(COc1ccc(S(=O)(=O)N2CCCC2)cc1Cl)NC1CCCC1	-1.7%	3%	-1%	3%	9%	-13%	8%[46.1 µM]	2%
COc1cc(/C=N/N=C2/NC(=O)C(CC(=O)O)S2)ccc1OCc1ccc(Cl)cc1 (stereo not given)	-1.1%	3%	12%	-1%	5%	4%	-15%	-19%
Cc1ccc(C(=O)N2CCN(c3ccc(C(F)(F)F)cn3)CC2)c(C)c1	-1.0%	15%	-7%	11%	5%	-14%	5%[46.1 µM]	-5%
CCOC(=O)CNC(=O)Cn1nc(N2CCN(c3ccccc3)CC2)ccc1=O	10%	/	-2%	/	12%	-10%	/	-2%
CC(=O)c1ccc(Oc2cc(C(F)(F)F)cnc2C(N)=O)cc1	1.1%	12%	?	1%	-1%	-1%	25%	-2%
COCCCNC(=S)NCCNc1nc2cc(C)cc(C)c2cc1C#N	-2.3%	8%	4%	10%	6%	-9%	-16%	1%
COc1ccc(-c2noc(-c3ccccc3F)n2)cc1	1.0%	14%	-12%	-1%	-6%	-27%	-17%[46.1 µM]	-1%
CCN(CC)C(=O)C1CCCN(c2ccc([N+](=O)[O-])cc2/C=N/NC(=O)c2cccc(O)c2)C1 (stereo not given)	-2.5%	-11%	-3%	-8%	-22%	?	-20%[46.1 µM]	-3%
CNC(=O)C1CC(=O)N/C(=N/N=C(\C)c2cccs2)S1 (stereo not given)	-1.8%	2%	6%	-1%	-25%	5%	1%[46.1 µM]	2%
CC(C)CCN=CC1=C(O)CC(c2ccccc2)CC1=O (stereo not given)	-1.0%	25%	2%	-2%	9%	0%	-4%	-3%
COc1cc(C(O)P(=O)(OC(C)C)OC(C)C)cc(OC)c1OC (stereo not given)	-1.0%	5%	?	4%	-16%	-3%	-29%	-3%
Cc1cc(N2CCOCC2)nc2cc(O)ccc12	-1.0%	-1%	1%	3%	-3%	-2%	8%[46.1 µM]	-1%
COc1cccc(N2CCN(Cc3nnnn3C3CCCCC3)CC2)c1	-1.3%	8%	5%	1%	-4%	-9%	13%	-1%
CCC(C)(C(=O)NC1CCCCC1)N(CC1CCCO1)C(=O)CNC(=O)c1ccccc1 (stereo not given)	-0.8%	1%	-1%	-4%	1%	-4%	-14%[46.1 µM]	-6%
O=c1oc2cc(O)ccc2c2c1CCCC2	0.0%	9%	-5%	?	-7%	-1%	-1%[46.1 µM]	-3%

12 structures already listed, arranged by SMILES length, lowest first.
SMILES	Epigenetic reg	CBFb RUNX1 block	Tau fibril FP	GLA spleen mod	TRb SRC2 PPI	Tau fluor cs	NPSR antagonist	TR SRC2 fluor cs
O=c1oc2cc(O)ccc2c2c1CCCC2	0.0%	9%	-5%	?	-7%	-1%	-1%[46.1 µM]	-3%
Cc1cc(N2CCOCC2)nc2cc(O)ccc12	-1.0%	-1%	1%	3%	-3%	-2%	8%[46.1 µM]	-1%
CC(C)CCN=CC1=C(O)CC(c2ccccc2)CC1=O (stereo not given)	-1.0%	25%	2%	-2%	9%	0%	-4%	-3%
COc1cccc(N2CCN(Cc3nnnn3C3CCCCC3)CC2)c1	-1.3%	8%	5%	1%	-4%	-9%	13%	-1%
CNC(=O)C1CC(=O)N/C(=N/N=C(\C)c2cccs2)S1 (stereo not given)	-1.8%	2%	6%	-1%	-25%	5%	1%[46.1 µM]	2%
CC(=O)c1ccc(Oc2cc(C(F)(F)F)cnc2C(N)=O)cc1	1.1%	12%	?	1%	-1%	-1%	25%	-2%
O=C(COc1ccc(S(=O)(=O)N2CCCC2)cc1Cl)NC1CCCC1	-1.7%	3%	-1%	3%	9%	-13%	8%[46.1 µM]	2%
CCOC(=O)CNC(=O)Cn1nc(N2CCN(c3ccccc3)CC2)ccc1=O	10%	/	-2%	/	12%	-10%	/	-2%
Cc1ccc(C(=O)N2CCN(c3ccc(C(F)(F)F)cn3)CC2)c(C)c1	-1.0%	15%	-7%	11%	5%	-14%	5%[46.1 µM]	-5%
CCC(C)(C(=O)NC1CCCCC1)N(CC1CCCO1)C(=O)CNC(=O)c1ccccc1 (stereo not given)	-0.8%	1%	-1%	-4%	1%	-4%	-14%[46.1 µM]	-6%
COc1cc(/C=N/N=C2/NC(=O)C(CC(=O)O)S2)ccc1OCc1ccc(Cl)cc1 (stereo not given)	-1.1%	3%	12%	-1%	5%	4%	-15%	-19%
CCN(CC)C(=O)C1CCCN(c2ccc([N+](=O)[O-])cc2/C=N/NC(=O)c2cccc(O)c2)C1 (stereo not given)	-2.5%	-11%	-3%	-8%	-22%	?	-20%[46.1 µM]	-3%

(cont.)
SMILES	Epigenetic reg	CBFb RUNX1 block	Tau fibril FP	GLA spleen mod	TRb SRC2 PPI	Tau fluor cs	NPSR antagonist	TR SRC2 fluor cs
COc1cccc(Cn2c(CNS(=O)(=O)c3ccc(Cl)s3)nc3cccnc32)c1	1.1%	/	2%	/	5%	-25%	/	?
O=C(CCn1nc(-c2ccccc2)ccc1=O)N1CCCC1	-0.8%	7%	-3%	-1%	7%	3%	0%[46.1 µM]	1%
CCN(CC)C(=O)CSc1nnc(-c2cccs2)n1Cc1ccco1	1.3%	5%	1%	-2%	-8%	6%	?	2%
O=C(O)C1CCN(C(=O)Cc2ccccc2)CC1	-2.7%	-1%	-3%	-4%	-1%	2%	20%	1%
COc1cc2ncnc(NCc3cccs3)c2cc1OC	-1.3%	0%	?	6%	-9%	-5%	11%	-5%
CCCCNC(=O)C1CCCN1S(=O)(=O)c1cccc2nsnc12 (stereo not given)	-1.4%	-2%	-4%	7%	-2%	3%	6%	0%
COc1cccc(-c2nn(-c3ccccc3)cc2/C=C\C(=O)c2cccs2)c1	12%	-3%	2%	6%	14%	4%	?	-1%
COc1cc(/C=C(\C#N)c2nc3c(s2)CC(C)CC3)ccc1O (stereo not given)	?	5%	?	0%	4%	?	-27%[46.1 µM]	-8%
Cc1ccc(C)c(N2CCN(C(=O)Cc3cn(C)c4ccccc34)CC2)c1	-1.0%	-13%	-8%	2%	-13%	-18%	22%[46.1 µM]	-3%
CC(NC(=O)c1ccc(=O)oc1)c1ccccc1 (stereo not given)	0.0%	7%	0%	27%	-1%	-8%	-9%[46.1 µM]	-4%
CCC(C)(C)n1nnnc1CN(Cc1cccs1)Cc1cc2cc(OC)ccc2[nH]c1=O	1.5%	-4%	4%	6%	9%	-15%	?	0%
Cc1ccc(Oc2ccc(NC(=O)CSc3n[nH]c(N)n3)cc2)cc1	1.1%	-7%	2%	-2%	7%	-27%	4%	0%
O=C(CNC(=O)c1cccs1)OCC(=O)c1ccc(Br)cc1	-1.1%	3%	1%	4%	-4%	-1%	4%	-1%
NCCCCCc1nnc(SCC(=O)Nc2cccc(Cl)c2)o1	-0.8%	-5%	-5%	7%	7%	-3%	7%[46.1 µM]	1%
Cc1c(C(=O)N2CCOCC2)[nH]c2c1C(=O)CC(c1ccc(Cl)cc1)C2 (stereo not given)	2.1%	2%	0%	5%	0%	-7%	-12%[46.1 µM]	-2%
Cn1nccc1C(=O)NCc1ccc2c(c1)CCN2C(=O)c1ccc(F)cc1	-1.3%	/	-5%	/	-4%	1%	/	-4%
CC1CCCC(C)N1C(=O)COC(=O)c1cc(Br)ccc1Cl (stereo not given)	-1.1%	1%	2%	-7%	0%	-8%	-26%	-5%
Cc1nc2ccc(NC(=O)c3ccco3)cc2s1	-1.5%	3%	-8%	9%	-1%[53 µM]	-11%	-22%	-1%[53 µM]
Cc1c(C)n(CCC#N)c2ccc(Cl)cc12	3.9%	-9%	1%	-2%	1%	-19%	18%	1%
Cc1ccc(SC/C(O)=C(\C#N)c2nc3ccccc3s2)cc1	0.9%	4%	-1%	-5%	7%	-28%	-4%[46.1 µM]	-3%
COc1ccc(/C=C/c2cc(C(=O)O)c3ccccc3n2)cc1	0.7%	8%	-1%	12%	-10%	-6%	-29%	-1%
CCCCSc1nnc2c(n1)OC(C)N(C(C)=O)c1ccccc1-2 (stereo not given)	0.9%	/	2%	/	6%	8%	/	-1%
COc1ccccc1CNC(=O)C1CC(c2cccc([N+](=O)[O-])c2)=NO1 (stereo not given)	0.8%	-3%	9%	4%	-1%	-16%	-9%[46.1 µM]	-2%
COc1ccc(C)cc1NC(=O)COC(=O)c1ccc(OCc2ccc(Cl)cc2Cl)c(OC)c1	-1.8%	4%	-11%	-3%	-7%	-7%	11%	-2%
CCCOc1cc(C)c(S(=O)(=O)N2CCN(C)CC2)cc1C	0.0%	3%	7%	-10%	-17%	2%	-1%[46.1 µM]	0%
Cc1nonc1C1CCCN1Cc1cn[nH]c1-c1ccc(-c2ccccc2)cc1 (stereo not given)	3.6%	15%	-14%	-8%	-1%	-30%	?	-3%
Cn1c(-c2ccc(F)cc2)cnc1NCc1cc2c(cc1[N+](=O)[O-])OCO2	2.9%	-3%	4%	3%	1%	-4%	-5%	-1%
O=C1/C(=C\c2ccc(O)c(O)c2)Oc2c1ccc(O[C@@H]1O[C@H](CO)[C@@H](O)[C@H](O)[C@H]1O)c2O	/	-29%	/	-2%	7%	/	/	-20%
COc1cc(C(=O)Nc2ccc(C(N)=O)cc2)c([N+](=O)[O-])cc1OC	0.9%	-4%	-13%	3%	-10%	-15%	23%	-3%
